Rad51 HR inh = blocks human Rad51 in homologous recombination. inhibition, % at 10 µM. 200,000 compounds, 0.085% hits. AID 1385. hRad51 DNA strand exchange, fluorescence dequenching;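 active = inhibition above 40% at the single screening dose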;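 also: 0% = DMSO control wells and 100% = blanks with heterologous ssDNA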
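material = hRad51 filaments on single-stranded DNA | reagent = Donor/quencher-labelled 47-bp dsDNA substrate | compound = 10 µM final, single point | schedule = strand-exchange reaction 15 min at room temperature | measured by = fluorescein emission 520 nm, excitation 485 nm | read-out basis = % inhibition versus plate control and blank means | benchmarks = plate controls and plate blanks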
TNF necrop inh = inhibitors of TNF-alpha induced necroptosis in Jurkat FADD-/- cells. Jurkat FADD-/- TNF necroptosis rescue, ATP luminescence, 24 h; 0 = TNF only, 100 = no-TNF cells. activation (protection from cell death), % at 10 µM. 220,000 compounds, 0.068% hits. AID 463075;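 active = activation, meaning protection from cell death, of at least 50% relative to plate controls; inactive = activation below 50%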;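 also: necroptosis triggered by 40 ng/mL TNF-alpha added together with compound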
thrombin 1536 = blocks human thrombin protease activity. AID 1046. P00734. inhibition, % at 5 µM. alpha-thrombin, Boc-VPR-AMC fluorogenic substrate cleavage. 220,000 compounds, 0.26% hits;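 active = inhibition at or above 40%; inactive = inhibition below 40%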;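 also: 0% = enzyme with no compound and 100% = wells without enzyme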
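Material: human alpha-thrombin enzyme / Medium: pH 7.5 Tris (50 mM) with NaCl 150 mM, Tween 20 0.05% / Compound: single-point dosing at 5 µM, 0.2% DMSO / Incubation: enzyme reaction carried out at room temperature / Detection: AMC fluorescence, 355/460 nm / Read-out basis: percent inhibition scaled between no-compound controls and no-enzyme blanks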
FXIa inh 1536 = blocks human coagulation factor XIa protease activity; purified FXIa, Boc-Glu-Ala-Arg-AMC fluorogenic substrate; inhibition, % at 5 µM; 220,000 compounds, 0.14% hits; AID 798;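 active = inhibition of at least 40%; inactive = inhibition below 40%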;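 also: fluorescence of freed AMC excited at 355 nm; 0% = enzyme without compound and 100% = no enzyme blank; many of its hits are not listed in these tables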
zVAD death inh = L929 zVAD cell death inhibition | L929 zVAD necroptosis rescue, ATP luminescence, 24 h; with zVAD 60 µM | viability rescue, % at 10 µM | 220,000 compounds, 0.38% hits | AID 1377;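 active = activation, scaled between plate controls, above about 75%, limit read from the data; inactive = activation under that limit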;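 also: 0% = zVAD with DMSO and 100% = DMSO alone without zVAD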
FXIIa inh 1536 = blocks human coagulation factor XIIa protease activity; P00748; purified FXIIa, Boc-QGR-AMC fluorogenic substrate, 2 h; inhibition, % at 5 µM; 220,000 compounds, 0.3% hits; AID 800; in the data active = inhibition above about 40%;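 also: 0% = enzyme with no compound and 100% = blank without enzyme; many of its hits are not listed in these tables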
KCC2 mod = modulators of human KCC2 chloride dependent transport; Q9H2X9; KCC2 cells, thallium flux FluoZin-2 fluorescence; B-score of Tl+ flux slope (higher = more flux/activation; lower = inhibition) at 10 µM; 190,000 compounds, 2.2% hits;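 active = thallium flux slope and its plate-corrected score both differing from the plate sample mean at a set confidence after two filtering rounds, in either direction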;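 also: slope of fluorescence scaled to starting intensity during 10 to 20 s after thallium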
Target sequence (Q9H2X9 whole entry, looked up): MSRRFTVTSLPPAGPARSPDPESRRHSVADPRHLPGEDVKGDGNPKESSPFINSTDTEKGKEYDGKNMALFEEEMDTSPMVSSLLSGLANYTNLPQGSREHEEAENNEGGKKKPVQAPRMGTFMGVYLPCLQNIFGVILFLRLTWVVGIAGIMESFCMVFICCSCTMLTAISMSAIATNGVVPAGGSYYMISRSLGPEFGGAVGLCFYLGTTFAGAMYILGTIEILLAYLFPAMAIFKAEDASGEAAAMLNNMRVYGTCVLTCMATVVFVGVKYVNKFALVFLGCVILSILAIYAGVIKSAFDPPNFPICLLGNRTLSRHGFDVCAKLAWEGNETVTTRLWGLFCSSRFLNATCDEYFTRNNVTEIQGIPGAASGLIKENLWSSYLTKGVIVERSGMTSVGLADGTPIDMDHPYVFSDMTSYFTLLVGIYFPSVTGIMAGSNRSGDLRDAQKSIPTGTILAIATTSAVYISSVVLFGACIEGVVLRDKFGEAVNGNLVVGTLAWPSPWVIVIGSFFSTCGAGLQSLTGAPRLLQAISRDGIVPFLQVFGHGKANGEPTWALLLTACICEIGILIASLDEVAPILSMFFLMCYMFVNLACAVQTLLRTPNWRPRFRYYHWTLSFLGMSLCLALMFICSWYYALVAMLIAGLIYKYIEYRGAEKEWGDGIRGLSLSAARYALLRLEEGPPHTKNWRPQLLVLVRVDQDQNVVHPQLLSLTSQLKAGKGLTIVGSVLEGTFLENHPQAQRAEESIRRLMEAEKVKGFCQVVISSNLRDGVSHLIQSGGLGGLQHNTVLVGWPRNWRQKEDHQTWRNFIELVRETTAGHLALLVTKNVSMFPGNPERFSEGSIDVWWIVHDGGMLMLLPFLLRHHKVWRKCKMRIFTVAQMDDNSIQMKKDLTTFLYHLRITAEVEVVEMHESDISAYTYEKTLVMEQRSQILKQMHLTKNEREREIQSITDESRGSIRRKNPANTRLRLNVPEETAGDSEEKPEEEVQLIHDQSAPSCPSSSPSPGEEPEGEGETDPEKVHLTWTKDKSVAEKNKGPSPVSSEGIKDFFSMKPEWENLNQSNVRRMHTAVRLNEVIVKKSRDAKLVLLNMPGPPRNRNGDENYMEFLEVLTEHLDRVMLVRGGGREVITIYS
hK5 inh = kallikrein 5 (human) inhibition. Q9Y337. recombinant hK5, fluorogenic AMC substrate cleavage. inhibition, % at 5 µM. 210,000 compounds, 0.59% hits. AID 873;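 active = inhibition of 40% or more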;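 also: 0% = enzyme controls without compound and 100% = no-enzyme blanks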
Hck-Nef inh = inhibitors of human Hck kinase activated by Nef; P08631; Recombinant Hck-YEEI plus Nef, Z-Lyte FRET kinase assay; inhibition, % at 20 µM; 220,000 compounds, 0.68% hits; AID 463187;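 active = Hck-Nef kinase inhibition above about 50%, limit read from the data; inactive = inhibition below that limit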;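 also: 0% = DMSO with Hck plus Nef and 100% = Hck alone without Nef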
* hit, by the source's call; x = no result given.

SMILES	Rad51 HR inh	TNF necrop inh	thrombin 1536	FXIa inh 1536	zVAD death inh	FXIIa inh 1536	KCC2 mod	hK5 inh	Hck-Nef inh
Cc1ccc(N2CCN(C(=S)c3ccc(-c4ccccc4[N+](=O)[O-])o3)CC2)cc1	20	1.3	1	4	-0.4	4	0.079	4	2
COc1cc(CO)ccc1Oc1nc2ccccc2n2cnnc12	x	-2.3	-6	2	-0.3	11	0.76	1	19
COc1cc(OC)cc(-c2cc3nc(C)c(CCC(=O)NC(C)CCc4ccco4)c(C)n3n2)c1 (stereo unspecified)	0	0.7	0	-12	0.2	-10	-1.1	-5	0
Cc1nc2cc(NC(=O)NCc3ccccc3)ccc2o1	x	-0.2	-1	-6	0.8	5	x	-12	2
COc1ccc(CCNC2CC(=O)N(CCc3ccc(OC)c(OC)c3)C2=O)cc1 (stereo unspecified)	-3	0.8	1	7	-0.8	22	0.54	2	-2
O=C(COC(=O)C1CCN(S(=O)(=O)c2ccccc2)CC1)NC(=O)c1ccc(OC(F)F)cc1	-7	1.0	0	3	0.8	11	0.34	0	6
COCCOC(=O)C1=C(C)N=c2s/c(=C\c3cccs3)c(=O)n2C1c1cccs1 (stereo unspecified)	-5	-2.1	1	-10	-0.3	-10	1.3	-18	2
Nc1c2c(nc3ccn(Cc4ccccc4)c(=O)c13)CCC2	3	3.0	-7	-22	-0.6	-16	-0.091	-16	0
CC(Sc1ccccn1)C(=O)Nc1ccccc1 (stereo unspecified)	-68	-1.0	-4	-4	-0.9	-9	-0.67	10	4
CC1CN(C)C(c2ccccc2)C(C)C12NC(=O)NC2=O (stereo unspecified)	-3	-0.1	2	5	-0.1	15	0.74	1	0
CC1CCCC(NC(=O)COC(=O)Cc2cn3ccsc3n2)C1C (stereo unspecified)	-4	-2.3	5	0	0.5	14	-0.53	-16	-1
COc1cccc(C(=O)Nc2ccc(S(=O)(=O)Nc3nccc(C)n3)cc2)c1	-7	1.5	2	9	0.0	7	1.3	-9	4
Cn1cc(Br)c(C(=O)NNC(=O)c2ccccc2)n1	20	-0.8	-1	12	-0.4	9	0.68	-10	4
COc1ccc(CCN2CC(C#N)=C3c4cc(OC)c(OC)cc4CCN3C2)cc1OC	2	-3.5	-2	3	1.3	9	-0.77	-11	1
COCCOC(=O)c1sc2nc[nH]c(=O)c2c1C	-15	-0.1	-5	-1	43	11	1	4	20
Cc1cc(O)ccc1NC(=O)CCN1C(=O)c2ccc([N+](=O)[O-])cc2C1=O	-3	0.8	-1	4	0.3	12	-1	-15	1
Clc1ccc(CO/N=C/c2c(-c3ccccc3)nc3n2CCS3)c(Cl)c1	0	-2.9	-4	0	0.7	-4	0.019	1	2
C=CCNC(=O)c1ccncc1	4	-1.0	-7	21	1.1	11	x	-6	1
N#Cc1nc(-c2ccccc2)oc1NCCCn1ccnc1	x	-0.9	-3	-3	-0.1	5	-0.032	-1	17
CCC(C)(C)n1nnnc1CN1CCC(NC(=O)c2ccccc2C)CC1	9	-0.4	1	6	-0.4	13	2.5	-14	-2
COc1ccccc1N1C(=O)S/C(=C\c2cc(C)n(C)c2C)C1=O	-11	-0.7	21	28	-0.1	24	0.0048	27	-15
Cc1ccc(OCC(=O)N(Cc2ccc(N(C)C)cc2)C2CCS(=O)(=O)C2)cc1 (stereo unspecified)	-7	-2.0	-4	3	-0.7	6	-2	2	-3
CC1(C)COCN1S(=O)(=O)c1ccc(C(=O)Nc2nnc(-c3ccc(Cl)s3)o2)cc1	x	0.4	1	4	-0.2	20	15*	-48	-5
Cc1c(NC(=O)C(C)OC(=O)c2cc3c4ccccc4n(C)c3s2)c(=O)n(-c2ccccc2)n1C (stereo unspecified)	6	-1.0	2	8	1.0	-3	-0.46	-1	0
COc1ccc(/C=C2\N=C3CCCN3C2=O)cc1	4	0.5	-2	0	-0.1	12	1.9	2	21
COc1cc2c(cc1OC)C(c1cc3cc4c(cc3[nH]c1=O)OCO4)N(C(=O)C(C)C)CC2 (stereo unspecified)	-3	0.0	-3	7	0.0	14	-0.22	-15	8
C=CCNCCOc1ccccc1-c1ccccc1	x	0.6	-6	-2	-0.4	3	0.32	-12	-3
O=[N+]([O-])c1ccc2nc(CCCc3nc4ccc([N+](=O)[O-])cc4[nH]3)[nH]c2c1	1	4.7	4	-1	24	6	x	3	17
Nc1nc(SCc2ccccc2)ns1	-5	-3.5	1	-1	0.0	12	-0.16	-4	2
Nc1nc(O)c(CC(=O)O)s1	25	1.1	0	0	0.5	9	1.6	0	8
CC(C)CN(CC(C)C)C(=O)Nc1cccc([N+](=O)[O-])c1	1	0.7	-3	-4	33	10	-0.15	-1	15
CC1CCN(C(=O)CSc2nc3ccccc3s2)CC1	x	-0.7	-1	1	-0.1	5	x	-7	-19
COc1cc(OC)cc(-c2cc3nc(C)c(CCC(=O)O)c(=O)n3[nH]2)c1	x	-0.7	1	2	0.1	6	0.11	-4	2
CCC(=O)Nc1nc(=S)ss1	62*	0.6	-1	-13	-0.1	15	x	3	1
CC1(C)Cc2[nH]c(=O)c(C#N)cc2CS1	-5	0.8	-2	-8	1.1	2	0.62	-15	1
COc1ccc(-c2noc(C3CCCN(C(=O)Nc4ccccc4F)C3)n2)cc1 (stereo unspecified)	-3	3.7	-1	0	-0.4	4	-1.7	5	25
COc1ccc(CCNC(=O)CNC(=O)Cn2ccc3ccccc3c2=O)cc1OC	-12	1.9	5	4	0.5	10	-1.7	5	22
O=C(CSc1ccccc1)Nc1ccccc1N1CCOCC1	1	1.0	12	4	0.5	-4	-1.4	10	-1
COc1ccc(-c2cc(C(=O)NCCc3ccccc3)no2)cc1OC	0	-4.0	-6	6	1.1	10	-0.35	-3	1
C#CC(CC)(CC)NC(=S)Nc1cccc(C(C)=O)c1	-8	-3.6	1	-1	1.1	4	-1.7	-7	1

A draw from above in order of length of the SMILES, lowest first.
SMILES	Rad51 HR inh	TNF necrop inh	thrombin 1536	FXIa inh 1536	zVAD death inh	FXIIa inh 1536	KCC2 mod	hK5 inh	Hck-Nef inh
C#CC(CC)(CC)NC(=S)Nc1cccc(C(C)=O)c1	-8	-3.6	1	-1	1.1	4	-1.7	-7	1
CC1(C)COCN1S(=O)(=O)c1ccc(C(=O)Nc2nnc(-c3ccc(Cl)s3)o2)cc1	x	0.4	1	4	-0.2	20	15*	-48	-5
COc1cc2c(cc1OC)C(c1cc3cc4c(cc3[nH]c1=O)OCO4)N(C(=O)C(C)C)CC2 (stereo unspecified)	-3	0.0	-3	7	0.0	14	-0.22	-15	8

Continuation:
SMILES	Rad51 HR inh	TNF necrop inh	thrombin 1536	FXIa inh 1536	zVAD death inh	FXIIa inh 1536	KCC2 mod	hK5 inh	Hck-Nef inh
CC(C)N=C(NC#N)SCc1ccccc1	-3	-2.4	-2	-3	-0.3	5	-0.33	-3	-1
CCCCn1c(NCc2ccncc2)nc2ccccc21	9	0.9	-7	7	-0.5	4	0.77	-5	23
O=C(O)CCNS(=O)(=O)c1ccc2ccccc2c1	x	3.9	-4	-7	0.6	-4	1.1	-4	-12
O=C(Nc1ccccc1)c1ccc(S(=O)(=O)NCc2ccco2)cc1	-3	0.6	3	2	0.4	15	x	-7	11
Cc1cc(C)c(C)c(S(=O)(=O)N2CCN(CC(=O)NC(=O)NCc3ccccc3)CC2)c1C	14	-0.6	-4	-5	0.0	1	1.2	-11	-1
CC1(C)CC(=O)c2cc3c(N)c(C(=O)NCc4ccccc4)sc3nc2C1	-1	-2.4	-3	-16	-0.2	5	-0.72	6	0
CCSc1nc(-c2cccnc2)ccc1C#N	6	-0.9	-9	-1	1.8	4	-0.018	-25	7
CC1C=CC(C)C(C(=O)O)C1C(=O)O (stereo unspecified)	-1	-0.6	-11	-11	-0.4	2	0.084	-9	0
COC(=O)c1ccc(COC(=O)C(CCS(C)(=O)=O)N2C(=O)c3ccccc3C2=O)cc1 (stereo unspecified)	-9	0.7	-6	1	0.3	10	-0.31	2	0
CCCCNC(=O)c1nn2cc(Br)cnc2c1Br	-15	1.0	-13	6	0.8	12	0.035	-5	17
CC(C)c1cc(NC(=O)C(C)(C)C)cc(C(C)C)c1O	3	-1.0	1	10	0.0	14	-0.79	5	0
N#C/C(=C\c1ccccc1)c1n[nH]c(Cn2cncn2)n1	-5	-0.4	-10	-6	-0.4	11	-0.32	-21	2
Cc1ccc(NCc2nnc(SCC(=O)OC3CCCCC3)o2)c(C)c1	-9	-1.7	-6	-4	-0.6	11	-0.87	-8	3
CCOc1ccc(NCc2cc3cc(OC)ccc3[nH]c2=O)cc1	x	-2.5	8	33	0.1	16	0.17	26	5
CCOc1ccc(-n2c(-c3ccccc3)c[n+]3c2CCC3)cc1	-7	-5.5	-5	-2	-1.0	8	-0.31	0	-2
COc1cc(NC(=S)NCc2cccnc2)cc(OC)c1	-3	1.4	-13	6	-0.5	6	0.63	-18	1
Cc1cccc(NCC(=O)N/N=C/c2ccc(Br)cc2)c1	-23	-2.7	-12	-2	3.7	3	-0.00059	3	26
CCn1c2ccccc2c2cc(NC(=O)CSc3nccc(=O)[nH]3)ccc21	-35	1.4	-12	3	15	9	-2.3	4	25
CC1CC(=S)Nc2ccccc2N1C(=O)Nc1ccccc1 (stereo unspecified)	x	0.7	-7	-5	-0.2	-1	0.47	-15	0
COc1ccc(Cn2c(-c3ccccc3)nc3c(c(=O)c4ccccc4n3C)c2=O)cc1	-17	-1.5	-3	4	0.8	10	-0.3	-6	21
COc1cc(NC(=O)c2cccs2)c(C(=O)OCC(=O)NC(=O)NCc2ccccc2)cc1OC	0	-3.4	-5	20	0.3	21	-0.01	-4	68*
Cc1cc(C(=O)CSc2n[nH]c(N)n2)c(C)n1C1CC1	0	-1.6	2	3	0.3	20	-0.48	-7	1
O=C(CN(CCc1ccccc1)S(=O)(=O)c1ccc(Cl)cc1)N/N=C/c1ccc2c(c1)OCO2	10	2.7	-4	3	1.4	6	0.58	-22	8
COc1cc(/C=C2/C(=N)N3C=CSC3=NC2=O)ccc1OCCCOc1cc(C)ccc1C	-2	0.2	-5	0	0.8	9	0.43	13	2
CCN(CC)S(=O)(=O)c1cccc(C(=O)Nc2cccc(C)c2)c1	-1	2.6	-5	0	3.1	11	0.2	-29	-4
Cc1ccc(NC(=O)Cc2nc(CCl)cs2)cc1	-2	-6.2	-13	-5	-0.7	-1	0.19	-21	2
S=c1[nH]nc(CNc2cccc(Cl)c2)o1	-10	0.9	-2	0	1.0	8	-5.2*	1	28
Cn1c(SCC(=O)NCc2ccc3c(c2)OCO3)nnc1C1COc2ccccc2O1 (stereo unspecified)	0	0.7	1	-4	-0.1	16	-0.12	-6	1
O=C(O)c1cc(N/N=C/C=C/c2ccccc2)ccc1Cl	-7	0.1	4	0	6.3	9	0.76	4	1
Cc1cc(NC(=O)CSc2n[nH]c(=O)[nH]c2=O)ccc1Br	4	0.1	-5	-4	1.9	-6	-0.013	-20	-10
CCC(C)NC(=O)CSc1nc2ccsc2c(=O)n1NC(=O)c1ccccc1 (stereo unspecified)	-1	-0.4	28	20	1.3	41*	-0.17	33	1

Entries above shown as hits in Rad51 HR inh:
Molecule	Rad51 HR inh	thrombin 1536	FXIa inh 1536	FXIIa inh 1536	KCC2 mod	hK5 inh	Hck-Nef inh
CCC(=O)Nc1nc(=S)ss1	62*	-1	-13	15	x	3	1

Screening results: PubChem, several laboratories

An excerpt; count on the stated rates, not on these rows.
